# Bioassay records (PubChem)
# HEK293 cAMP cs = raises cAMP in parental HEK293 cells, TSHR agonist counter-screen. parental HEK293 CNG cAMP sensor, membrane potential fluorescence. Potency, µM (doses to about 57.1 µM), without a hit: at the top dose activation, most hits filed as activators. actives 2.5% (n = 73,000). AID 938; further: potency means the concentration at half of the fitted maximal effect; % of control where 0% means no effect; nearly all actives have a fitted effect of over 55% in size
#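 Parental HEK 293 cells stably expressing a cAMP-gated CNG channel were loaded with membrane potential dye containing 100 uM RO 20-1724 for 60 min. Compound added for 30 min; depolarization read as fluorescence intensity at 590 nm.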
# Rhodamine autofl = rhodamine region autofluorescence. AID 594. Rhodamine-region fluorescence, 547/598 nm, Tris buffer; active compounds read high. max dye-equivalent concentration, M. actives 0.05% (n = 59,000); in the data active means max dye-equivalent concentration above about 11 nM; inconclusive means between about 1.1 nM and that limit
#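 Intrinsic compound fluorescence, ex 547 / em 598 nm, CCD imager. Tris 100 mM pH 8.0; 15 min RT. Output = rhodamine dye-equivalent concentration at each compound concentration.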
# Pol III holo inh = DNA polymerase III holoenzyme inhibition | reconstituted DNA polymerase III holoenzyme replication, biochemical | Potency, µM (highest dose often 57.1 µM), for the others: at the top dose activity change, negative = inhibition | actives 0.25% (n = 71,000) | AID 603; further: potency means the concentration at half of the fitted maximal effect; on the % scale 0 is the no-effect control and ±100 the full control effect
#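 Reconstituted *E. coli* holoenzyme (0.35 nM Pol III, 1 nM beta, 154 nM SSB, 2 nM primase) was preincubated with compound for 15 min at RT. Synthesis on 1.4 nM ssM13Gori ran 35 min, then was stopped with PicoGreen/EDTA and read as dsDNA fluorescence.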
# Casp7 inh = allosteric or competitive inhibitors of human caspase-7; P55210; Potency, µM (top dose mostly 57.5 µM), for the others: at the top dose activity change, negative = inhibition, usual class: inhibitors; AID 889; recombinant caspase-7, Ac-DEVD-AFC fluorescence rate; actives 0.02% (n = 75,000); active means well fitted inhibition curve with a large enough effect in the main read-out, with a control signal flat, not every such curve was filed as active; inconclusive means small, poorly fitted or top-dose-only effect, or a change in a side signal; further: potency means the concentration at half of the fitted maximal effect; % of control where 0% means no effect
# Target sequence (P55210 24-198 limits assumed): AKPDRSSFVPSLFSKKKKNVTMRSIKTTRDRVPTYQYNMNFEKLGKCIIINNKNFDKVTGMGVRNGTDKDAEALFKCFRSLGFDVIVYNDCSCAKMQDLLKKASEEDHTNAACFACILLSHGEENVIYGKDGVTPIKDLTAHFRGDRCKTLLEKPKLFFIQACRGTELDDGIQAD
# Target sequence (P55210 207-303 limits assumed): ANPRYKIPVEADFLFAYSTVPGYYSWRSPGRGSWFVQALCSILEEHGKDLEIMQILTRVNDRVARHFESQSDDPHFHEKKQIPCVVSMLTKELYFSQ
# Casp1 inh = caspase-1 (human) inhibition, allosteric or competitive; Caspase-1 enzyme, Ac-WEHD-AFC fluorogenic rate; actives 0.03% (n = 75,000); AID 900; Potency, µM (series often up to 57.5 µM), without a hit: at the highest dose activity change, negative = inhibition, actives largely listed as inhibitors;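 further: potency means the concentration at half of the fitted maximal effect; plate controls were vehicle for no effect and no substrate for full effect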
# BRCT PPI green = blocks human BRCA1 BRCT binding to phosphopeptide, green readout; BRCA1 BRCT-phosphopeptide binding, green fluorescence polarization; actives 0.05% (n = 75,000); Potency, µM (series often up to 76.9 µM), inactives show at the top dose activity change, negative = inhibition, actives largely listed as inhibitors;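 further: potency means the concentration at half of the fitted maximal effect; plate controls were peptide without protein for full effect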
#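 Compounds were incubated for 12 min at room temperature with a complex of 100 nM fluorescein-tagged pBACH1 decapeptide and 250 nM His-tagged BRCT protein. Buffer was phosphate pH 7.3 with EDTA, DTT and Tween 20. Disruption of binding lowers the polarization signal.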
# HADH2 inhib = inhibitors of human HADH2 dehydrogenase | recombinant HADH2, NADH fluorescence, beta-hydroxybutyryl-CoA | actives 3.4% (n = 73,000) | Potency, µM (series often up to 57.1 µM), without a hit: at the highest dose activity change, negative = inhibition, actives largely listed as inhibitors | Q99714; further: potency means the concentration at half of the fitted maximal effect; on the % scale 0 is the no-effect control and ±100 the full control effect; nearly all actives have a fitted effect of over 60% in size; many of its hits are not listed in these tables
#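 Activity measured as NADH fluorescence gain (360/450 nm), taken as the change between first and last reads of a 4-min kinetic run. Conditions: pH 9.0 Tris buffer, 20 nM E. coli-expressed His-tagged enzyme, 1 mM NAD+, 90 uM beta-hydroxybutyryl-CoA; 15-min compound preincubation.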
# BRCT PPI red = disrupts BRCA1 BRCT binding to phosphoprotein, red fluorophore readout; Potency, µM (top dose mostly 76.9 µM), for the others: at the top dose activity change, negative = inhibition, usual class: inhibitors; AID 892; BRCT-phosphopeptide binding, red fluorescence polarization; P38398; actives 0.03% (n = 75,000); further: on the % scale 0 is the no-effect control and ±100 the full control effect
#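 Rhodamine-labelled pBACH1 10-mer (100 nM) bound to BRCT domain (100 nM) at pH 7.3; compounds incubated 12 min room temperature, polarization read. Free peptide defines full inhibition; unlabelled decapeptide titrated as control.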
# Tau fil binding = binders of human tau filaments; recombinant tau filaments, thioflavin S fluorescence, 15 h; filaments grown with octadecylsulfate alongside compound; P10636; actives 2% (n = 71,000); Potency, µM (highest dose often 57.1 µM), without a hit: at the highest dose activity change, negative = inhibition; AID 596;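 further: potency means the concentration at half of the fitted maximal effect; on the % scale 0 is the no-effect control and ±100 the full control effect; actives lower thioflavin S fluorescence by blocking filaments or displacing dye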
#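 Assay mix: 1 uM His-tagged tau, 30 uM sodium octadecylsulfate, thioflavine S dye in HEPES/NaCl/DTT buffer. Compound is added prior to the inducer. Fluorescence after 15 h at 37 C.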
# 15-hLO inh = 15-hLO (ALOX15) enzyme inhibition | purified 15hLO-1, xylenol orange hydroperoxide absorbance | P16050 | Potency, µM (doses to about 57.1 µM), for the others: at the top dose activity change, negative = inhibition, usual class: inhibitors | actives 1.4% (n = 74,000); further: potency means the concentration at half of the fitted maximal effect; on the % scale 0 is the no-effect control and ±100 the full control effect; nearly all actives have a fitted effect of over 55% in size
#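 Quantitative HTS in 25 mM Hepes pH 7.5 containing 0.01% Triton X-100: human 15hLO-1 at 40 nM, arachidonic acid at 50 uM, 6 min turnover. Product quantified via ferrous oxidation/xylenol orange, 573:405 nm absorbance ratio.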
# USP2a inh = blocks human ubiquitin-specific protease USP2a. O75604. USP2a enzymatic assay, qHTS inhibition. Potency, µM (series often up to 38.3 µM), for the others: top-dose activity change, negative = inhibition, hits mostly inhibitors. actives 0.1% (n = 60,000). AID 927;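 further: potency means the concentration at half of the fitted maximal effect; nearly all actives have a fitted effect of over 60% in size; plate controls were DMSO for no effect and NEM full inhibition control for full effect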
# Target sequence (O75604 whole entry, looked up): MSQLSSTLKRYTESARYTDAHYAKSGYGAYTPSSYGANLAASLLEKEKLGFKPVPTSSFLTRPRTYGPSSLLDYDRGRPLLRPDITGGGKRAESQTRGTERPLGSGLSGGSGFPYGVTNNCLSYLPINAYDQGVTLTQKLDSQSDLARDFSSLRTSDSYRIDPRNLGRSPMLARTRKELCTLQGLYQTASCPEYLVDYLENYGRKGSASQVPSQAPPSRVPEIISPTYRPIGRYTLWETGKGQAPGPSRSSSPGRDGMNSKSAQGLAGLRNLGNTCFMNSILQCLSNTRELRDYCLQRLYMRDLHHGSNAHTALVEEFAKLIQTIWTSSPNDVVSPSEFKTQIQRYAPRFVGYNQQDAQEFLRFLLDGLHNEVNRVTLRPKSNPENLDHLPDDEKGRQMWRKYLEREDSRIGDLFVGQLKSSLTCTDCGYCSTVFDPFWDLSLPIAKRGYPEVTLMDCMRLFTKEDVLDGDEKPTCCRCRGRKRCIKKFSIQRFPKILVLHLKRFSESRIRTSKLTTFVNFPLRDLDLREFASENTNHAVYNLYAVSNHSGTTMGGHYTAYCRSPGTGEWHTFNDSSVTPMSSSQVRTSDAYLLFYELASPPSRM
#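 Coupled readout: USP2-cleaved Ub-PLA2 (20nM final) turns over NBD C6-HPC (20uM final), Ex 460nm/Em 535nm after 2.5 h, time-zero read flagging artifacts. Enzyme (20nM final, pH 8.0 Tris) given 30 min RT with compound first; NEM defines full inhibition.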
# The depositor's hits bear a star; i = inactive; ? = inconclusive; nt = not tested or not shown; ! = repeats disagree; [ ] = another dose, or the depositor's remark. Unless noted, the call rests on the fitted dose curve; in most records, active means well fitted curve in the direction sought with a large enough effect; inconclusive means small, poorly fitted or top-dose-only effect, or another doubt; inactive means no such curve, though single readings can be large; an effect the other way counts as inactive or inconclusive.
molecule,HEK293 cAMP cs,Rhodamine autofl,Pol III holo inh,Casp7 inh,Casp1 inh,BRCT PPI green,HADH2 inhib,BRCT PPI red,Tau fil binding,15-hLO inh,USP2a inh
O=C(Nc1nc(-c2ccc3c(c2)OCCO3)cs1)c1ccc(S(=O)(=O)N2CCCCC2)cc1,?,i,-5%,-9%,-16%,0.5%,-9%,-2.1%,-2%,-11%,26%
COC(=O)c1cccc(N2C(=O)c3ccccc3S2(=O)=O)c1,7%,i,-4%,-1%,3%,-1.6%,13%,0.3%,-7%,-12%,1%
Cc1nc(SCC(=O)NCc2ccco2)c2c(C)c(C)sc2n1,13%,i,-1%,0%,-1%,3.5%,15%,0.7%,8%,2%,8%
O=C(CSc1ccc(Cl)cc1)N1CCOCC1,2%,i,-6%,-1%,-1%,1.4%,3%,1.1%,-6%,11%,-1%
O=C(CSc1nnc(-c2ccccn2)n1Cc1ccccc1)N1CCCC1,3%,i,-3%,0%,1%,0.1%,22%,-1.3%,2%,7%,-4%
CN(Cc1ccccc1)C(=O)CCNS(=O)(=O)c1ccc2c(c1)oc(=O)n2C,7%,i,-8%,-4%,2%,0.6%,0%,0.1%,9%,-2%,24%
C=CCc1cccc(/C=N/c2nc3ccccc3n2CC)c1O,6%,nt,nt,0%,-3%,-1.1%,4%,0.1%,nt,-4%,nt
Cc1cccc(-c2nnc(SCC#N)n2Cc2ccccc2)c1,24%,i,0%,5%,0%,-0.2%,8%,-0.9%,27%,0%,4%
CCOC(=O)N1CCN(CC(=O)n2c(C)c(C)c3ccccc32)CC1,16%,i,12%,-7%,-3%,0.8%,?,0.6%,-1%,-16%,6%
O=C(Nc1cc(C(=O)N2CCCC2)ccc1N1CCCC1)c1ccccc1F,4%,i,0%,-1%,-2%,0.6%,-3%,-0.3%,6%,-1%,8%
CCc1ccc(C2C(C(C)=O)=C(C(=O)OC)Nc3nnnn32)cc1 (stereo not drawn),?,i,-6%,-1%,-6%,-0.5%,-2%,0.6%,1%,1%,nt
CCCSCCCNC(=O)Cn1cc2c(n1)CCCCC2,15%,nt,-2%,1%,2%,0.7%,-6%,0.5%,7%,-4%,nt
COc1cc(C)c(N)cc1C(C)C,3%,i,2%,1%,-1%,-0.4%,7%,-0.8%,-4%,1%,-8%
CCOC(OCC)P(=O)(c1ccccc1)c1ccccc1,29%,nt,6%,0%,-1%,2.2%,2%,0.3%,5%,6%,7%
O=C(Cn1ncn2c(cc3ccccc32)c1=O)NCc1ccco1,?,i,-7%,-7%,-6%,4.6%,?,-2.2%,21%,?,23%
COc1ccc2cc3cc(C(=O)NCCN4CCN(Cc5ccccc5)CC4)oc3nc2c1,?,i,0%,0%,2%,-1.4%,13µM*,-0.5%,6%,-12%,39%[activator]
CCc1ccc(NC(=O)C(C)Nc2ccc(S(=O)(=O)NC(C)=O)cc2)cc1 (stereo not drawn),12%,i,10%,0%,-2%,-1.0%,-6%,-2.6%,5%,-4%,-5%
Cc1cc(N)c2ccccc2[n+]1CCCCCCCCCC[n+]1c(C)cc(N)c2ccccc21,-24%,i,16µM*!,0%,0%,-2.5%[3.08 µM],2%,-1.3%,72%,?,-25%
Cn1cccc1Cc1nnc(SCC(=O)NCC2CCCO2)n1CCc1ccccc1 (stereo not drawn),5%,i,-1%,1%,-2%,-1.9%,8%,-0.4%,-16%,-13%,7%
Cc1cccc(OCc2nnc(N)s2)c1,6%,i,2%,-1%,-1%,-2.3%,-5%,-1.9%,0%,11%,-4%

# 3 compounds already listed, arranged by heavy-atom count, largest number first.
molecule,HEK293 cAMP cs,Rhodamine autofl,Pol III holo inh,Casp7 inh,Casp1 inh,BRCT PPI green,HADH2 inhib,BRCT PPI red,Tau fil binding,15-hLO inh,USP2a inh
COc1ccc2cc3cc(C(=O)NCCN4CCN(Cc5ccccc5)CC4)oc3nc2c1,?,i,0%,0%,2%,-1.4%,13µM*,-0.5%,6%,-12%,39%[activator]
CCc1ccc(C2C(C(C)=O)=C(C(=O)OC)Nc3nnnn32)cc1 (stereo not drawn),?,i,-6%,-1%,-6%,-0.5%,-2%,0.6%,1%,1%,nt
CCOC(OCC)P(=O)(c1ccccc1)c1ccccc1,29%,nt,6%,0%,-1%,2.2%,2%,0.3%,5%,6%,7%

# (listing goes on)
molecule,HEK293 cAMP cs,Rhodamine autofl,Pol III holo inh,Casp7 inh,Casp1 inh,BRCT PPI green,HADH2 inhib,BRCT PPI red,Tau fil binding,15-hLO inh,USP2a inh
O=C1CCCN1CN(C(=O)c1ccc2c(c1)OCO2)c1cccc(Cl)c1,24%,i,2%,-2%,3%,-6.1%,10%,-1.7%,2%,-11%,-2%
CCOC(=O)CN1C(=O)C(O)(C2CCc3ccccc3C2=O)c2ccccc21 (stereo not drawn),10%,i,-5%,0%,0%,-1.2%,-8%,-0.8%,-2%,-1%,3%
CC(C)(C)NS(=O)(=O)c1ccc(OCC(=O)Nc2ccc3c(c2)OCCO3)cc1,0%,i,-3%,-4%,-1%,-2.3%,15%,-0.4%,-6%,12%,30%
CCc1ccccc1,-7%,nt,5%,0%,-2%,1.3%,1%,0.5%,2%,-3%,nt
Clc1ccc(Cn2ncc3c(NCc4cccnc4)ncnc32)cc1,8%,i,-2%,-3%,1%,3.2%,6%,-1.8%,-11%,4%,9%
Cc1c(NS(C)(=O)=O)c(=O)n(-c2ccccc2)n1C,3%,i,0%,0%,0%,-2.2%,9%,0.9%,-10%,-1%,-2%
Cc1nn(Cc2ccccc2)c(Cl)c1C(=O)OC1CCOC1=O (stereo not drawn),2%,i,0%,-3%,2%,-2.7%,1%,2.3%,-10%,5%,0%
CCNS(=O)(=O)c1ccc(NC(=O)Nc2cccc(C(F)(F)F)c2)cc1,-7%,i,-22%,0%,-2%,-5.6%,-2%,0.4%,-28%,?,18%
COc1cccc(C2N(c3cccc(Cl)c3)C(=O)C3CCCN32)c1OC (stereo not drawn),?,nt,-2%,-1%,-3%,-1.6%,11%,0.3%,-14%,1%,nt
Cc1ccc(N(CC(=O)NC2CCC(C)CC2)S(=O)(=O)c2cccnc2)cc1 (stereo not drawn),?,nt,0%,-4%,2%,0.8%,5%,0.4%,-8%,-5%,nt
O=c1c2ccccc2c2ccccc2c(=O)n1Cc1ccco1,0%,i,-4%,0%,-3%,-0.5%,0%,0.6%,-5%,-10%,13%
CN(C)C(=O)c1nc(C#N)c(N(C)C)o1,1%,i,-2%,0%,-1%,0.9%,-2%,0.4%,1%,1%,4%
COc1ccc(F)cc1S(=O)(=O)n1cc(C)nc1-c1ccccc1,4%,i,-3%,-1%,-2%,-4.4%,7%,0.6%,2%,12%,-4%
Cc1nc2cc(-c3cccc(F)c3)nn2c(N2CCOCC2)c1C,15%,i,-3%,1%,-1%,-1.4%,9%,-0.1%,6%,17%,-1%
COc1cccc(OC)c1Oc1ccc(C(F)(F)F)cn1,?,i,-2%,-1%,0%,0.2%,-9%,-1.1%,7%,0%,1%
CCCCn1c(=O)cc(O)c2ccccc21,23%,i,-8%,-1%,-2%,-0.5%,4%,-0.7%,-4%,-6%,28%
CCSc1cnc(-c2ccccc2)n1CC,23%,i,3%,-3%,0%,0.7%,2%,0.9%,2%,5%,1%
O=C1c2ccccc2C(=O)N1CCCc1nc(-c2ccc(Cl)cc2)no1,0.16µM*,nt,3%,-3%,1%,-1.9%,5%,-0.3%,7%,12%,nt
CC(c1ccccc1)n1cc(C(=O)NCc2cccnc2)nn1 (stereo not drawn),10%,i,-8%,2%,0%,-0.4%,-20%,1.4%,-3%,5%,nt
COc1ccc(NC(=O)CSc2nnc(Cc3cccn3C)n2-c2ccc(F)cc2)cc1,3%,nt,2%,-1%,-1%,0.9%,-1%,1.7%,7%,-16%,nt
Cc1cc2ncn(-c3ncnc4sc(C)c(C)c34)c2cc1C,25%,i,-8%,0%,-2%,6.7%,0%,1.3%,23%,-9%,16%
O=C(O)CCc1ccc(-c2ccc(F)cc2)n1CCC(=O)O,6%,i,-3%,-1%,-3%,0.7%,?,0.4%,-19%,-9%,-2%
CSc1cccc(NC(=O)C2CCCN2S(=O)(=O)c2ccc3c(c2)CCC(=O)N3)c1 (stereo not drawn),-3%,i,-5%,-1%,-1%,1.1%,-9%,2.5%,-11%,-8%,33%[activator]
CCCC(=O)c1ccc(N2CCCCCC2)c(F)c1,12%,nt,nt,-4%,-4%,-2.0%,2%,-0.1%,nt,-4%,nt

# Only part of the results is shown; the hit share may differ from the screen's.
